# CR mimetic SO: reduction of superoxide in aged yeast, primary screen, HTS. hit rate 0.18% among 330,000. superoxide response (% of plate mean), % at 10 µM. AID 2690, 2010. S. cerevisiae aged cells, superoxide DHE fluorescence; active compounds read low;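 active = superoxide response under a set limit, about three screen SD below normal, cut at about 65% in these data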;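 also: yeast aged for seven days with compound at 30 °C before DHE staining; 100% = average MFI of all compound-treated wells on the plate with controls excluded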
# MEP2 TOR yeast: modulators of MEP2-GFP levels in yeast, primary screen, S. cerevisiae, multiplex flow cytometry, MLPCN library. S. cerevisiae MEP2-GFP strain, 3 h; 100% = DMSO control level. GFP response vs DMSO, % at 10 µM. hit rate 0.51% among 330,000;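 active = GFP response versus DMSO above a set limit, roughly screen mean plus 3 SD, cut at about 180% in these data; inconclusive = fewer than 70 cells counted for a yeast strain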;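 also: median GFP fluorescence of the barcode-gated MEP2-GFP cells per well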
# CIT2 TOR yeast: modulators of CIT2-GFP expression in yeast, primary screen, S. cerevisiae, GFP fusion, multiplex flow cytometry, MLPCN library. S. cerevisiae CIT2-GFP strain, 3 h; 100 means same as DMSO wells. GFP response vs DMSO, % at 10 µM. hit rate 0.065% among 320,000. AID 2029, 2009;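 active = GFP response relative to DMSO above a set limit, near the screen mean plus 3 SD, cut at about 150% in these data; inconclusive = Fewer than 70 cells measured for a yeast strain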;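 also: ratio of well median GFP fluorescence to mean of DMSO wells on the plate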
# GRK2 inh: compounds blocking aptamer binding on GRK2 – biochemical, human GRK2, bead flow cytometry, HTS, primary screen; Beta-adrenergic receptor kinase 1 (Homo sapiens), P25098; FAM-aptamer displacement from GRK2; inhibition of aptamer binding, % at 10 µM; hit rate 0.59% among 330,000;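 active = inhibition of aptamer binding above 40%, roughly 3 SD of noise, on plates passing a quality check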;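 also: median bead fluorescence of bound FAM aptamer so fluorescent compounds give negative values; no value below 0 was filed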
# Target sequence (P25098 whole entry, looked up): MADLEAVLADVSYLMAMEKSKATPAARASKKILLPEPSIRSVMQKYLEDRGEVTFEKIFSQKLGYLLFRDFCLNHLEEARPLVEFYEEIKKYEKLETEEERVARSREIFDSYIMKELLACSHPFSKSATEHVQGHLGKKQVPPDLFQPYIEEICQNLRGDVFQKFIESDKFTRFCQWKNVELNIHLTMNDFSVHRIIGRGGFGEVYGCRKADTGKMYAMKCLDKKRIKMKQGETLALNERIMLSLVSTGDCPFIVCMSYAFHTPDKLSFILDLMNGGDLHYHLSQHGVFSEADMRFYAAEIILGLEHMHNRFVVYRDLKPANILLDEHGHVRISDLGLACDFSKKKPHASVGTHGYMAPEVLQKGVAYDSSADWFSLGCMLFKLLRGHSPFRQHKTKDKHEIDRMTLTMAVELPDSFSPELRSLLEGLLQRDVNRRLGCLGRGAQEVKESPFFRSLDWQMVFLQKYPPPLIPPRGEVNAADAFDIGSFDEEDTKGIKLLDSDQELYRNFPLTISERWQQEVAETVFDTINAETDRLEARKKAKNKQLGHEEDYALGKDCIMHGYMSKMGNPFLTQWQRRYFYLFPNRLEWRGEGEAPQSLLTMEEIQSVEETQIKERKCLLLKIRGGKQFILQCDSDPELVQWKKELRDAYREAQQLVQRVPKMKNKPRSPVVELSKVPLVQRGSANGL
# AGP1-GFP MLPCN: modulators of AGP1-GFP expression in yeast TOR pathway, primary screen, cell-based, multiplex flow cytometry, S. cerevisiae, MLPCN library; 3 h; GFP as percent of DMSO wells; GFP response vs DMSO, % at 10 µM; hit rate 0.02% among 320,000; AID 2066, 2009;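 active = GFP response relative to DMSO above a set limit, near screen average plus 3 SD, cut at about 150% in these data; inconclusive = fewer than 70 cells counted for the yeast strain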;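 also: median GFP channel fluorescence of the gated AGP1 strain per well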
# LAP4-GFP MLPCN: modulators of LAP4-GFP expression in yeast, primary screen, S. cerevisiae, multiplex flow cytometry, MLPCN library; GFP response vs DMSO, % at 10 µM; 3 h; median GFP as percent of DMSO wells; hit rate 0.34% among 320,000;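 active = GFP response vs DMSO above a set limit, about the screen mean plus 3 SD, cut at about 150% in these data; inconclusive = under 70 cell events counted for the yeast strain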
# RPL19A-GFP yeast: RPL19A-GFP expression modulators in yeast, primary screen, cell-based, S. cerevisiae, multiplex flow cytometry, MLPCN; S. cerevisiae RPL19A-GFP strain, 3 h; active compounds read low; percent response vs DMSO, % at 10 µM; AID 2025, 2009; hit rate 0.3% among 330,000;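 active = percent response vs DMSO below 50%; inconclusive = fewer than 70 events counted for the yeast strain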;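 also: median channel GFP fluorescence of the barcoded RPL19A-GFP strain; ratio of sample median GFP to plate DMSO average so 100% = DMSO; lower means less RPL19A-GFP as with rapamycin TOR inhibition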
# VLA-4 inh: inhibition in human VLA-4 binding assay, primary screen, VLA-4 allosteric modulator project, MLPCN library, flow cytometry, VLA-4 expressing cells | inhibition, % (about 7 µM as worked out from the volumes in the protocol) | Integrin alpha-4 (Homo sapiens), P13612 | hit rate 0.2% among 330,000 | ligand binding flow cytometry; in the data active = inhibition above about 50%
# Starred values were filed as active, the others as inactive; ? = inconclusive; . = no result given; [ ] = remark or other dose.
SMILES,CR mimetic SO,MEP2 TOR yeast,CIT2 TOR yeast,GRK2 inh,AGP1-GFP MLPCN,LAP4-GFP MLPCN,RPL19A-GFP yeast,VLA-4 inh
O=C(NC1CCN(S(=O)(=O)c2ccc(F)cc2)CC1)c1ccco1,103,103,100,2,100,91,100,5
CCn1c2ccccc2c2cc(/C=N/NC(=O)c3ccc(O)cc3)ccc21,92,108,86,0,98,99,101,1
O=C(CCC(=O)N1CCOc2ccccc21)N1CCN(c2ccccc2)CC1,100,105,98,0,95,105,97,-11
Cc1nnc(SCC(=O)NC2CCCCC2)n(N)c1=O,97,106,108,0,104,103,105,3
O=C1SCC(c2ccc(Cl)cc2Cl)=NN1Cc1nnc(-c2ccccc2)o1,100,103,84,0,97,108,97,.
COc1ccc(NC(=S)NC2CCN(Cc3ccccc3)CC2)cc1OC,85,92,91,1,95,101,99,-2
CCN(CC)CCNC(=O)c1sc2nc(-c3ccccc3)cn2c1C,83,99,140,0,115,105,106,12
CCC(=O)N1CCc2cc(Br)cc(S(=O)(=O)NCCCN(CC)Cc3ccccc3)c21,105,87,109,0,112,103,105,5
Cc1cc(NC(=O)c2ccco2)sc1C,108,106,111,0,109,95,112,5
CCN(c1ccccc1)S(=O)(=O)c1ccc(Cl)c(NC(=O)Nc2ccc(Cl)cc2C#N)c1,91,105,98,1,99,104,101,0
O=C(NCC(c1ccco1)N1CCCCC1)c1cccc(S(=O)(=O)Nc2ccccc2Cl)c1 (stereo not drawn),97,96,102,0,84,71,105,3
O=C(NCCSc1ccccn1)c1ccc(Cl)cc1Cl,90,95,97,1,96,106,98,-11
COc1cccc(CNC(=O)CCC2CCCN(C/C=C/c3ccccc3OC)C2)c1 (stereo not drawn),101,99,101,0,106,106,97,3
COc1ccc(CNC(=O)c2ccc(NC(=O)CC3SC(N4CCCC4)=NC3=O)cc2)cc1 (stereo not drawn),106,103,103,0,98,104,98,11
CCc1ccc2c(c1)/C(=N/N(C)C(=S)NC)C(=O)N2,104,106,90,3,101,104,95,12
CCCC1=C(C(=O)OCC)C(c2sccc2C)n2ncnc2N1 (stereo not drawn),117,107,108,0,104,115,110,-2
CC1(C)Oc2ccc3ccc(=O)oc3c2CC1O (stereo not drawn),97,105,99,4,93,85,98,7
COc1ccc(C2C(C(=O)c3ccc(C)o3)=C(O)C(=O)N2Cc2cccnc2)cc1OC (stereo not drawn),94,91,95,0,89,88,94,42
COc1ccc(C(=O)NC2CCCCCC2)cc1S(=O)(=O)N1CCCC1,100,98,100,0,110,104,98,8
COc1ccc(NC(=O)CN(c2ccccc2F)S(=O)(=O)c2ccc(C)cc2)cc1,98,105,102,4,99,96,104,-4
O=Cc1ccccc1-c1cn(CCCOCc2ccccc2)nn1,92,89,88,0,83,125,89,35
CC1(C)Cc2c(sc3nc(SCC(=O)NCc4ccccc4)n(-c4ccccc4)c(=O)c23)CS1,96,107,.,1,108,92,106,-14
Cn1c(SCc2cccc([N+](=O)[O-])c2)nc2ccccc2c1=O,89,94,86,47*,93,108,91,0
COc1ccc(CNc2nc(Cl)c(C#N)s2)cc1,99,105,94,0,95,106,104,-15
O=C(O)c1ccc(-c2nc(-c3ccc(Cl)cc3Cl)cs2)cc1,101,100,94,1,101,103,100,-12
Cc1ccc(C(=O)Nc2cccc3cccnc23)cc1C,102,154[may fluoresce violet],?,0,17[may fluoresce violet],93[may fluoresce violet],62[may fluoresce violet],16
CCCn1c(CCNc2nc(-c3ccc(Cl)c([N+](=O)[O-])c3)cs2)nc2cc(Cl)c(Cl)cc21,96,93,109,2,85,141,105,-12
Cc1ccc(OCCOc2ccc(Br)cc2/C=N\NC(N)=O)cc1,90,107,104,0,107,105,106,7
CC1CC1C(=O)OCC(=O)Nc1ccccc1Oc1ccccc1 (stereo not drawn),84,119,108,0,107,98,116,3
CC(CN1CCOCC1)OC(=O)c1ccccc1 (stereo not drawn),88,99,120,0,104,95,96,9
Cc1ccc(F)c([C@H]2C3C=CCC(c4ccccc4)C3C(=O)N2Cc2ccccc2)c1 (stereo partly drawn),105,104,99,0,103,98,97,22
Cc1cccc(N2CCN(C(=O)c3cn(C)c(=O)c4c3c3ccccc3n4C)CC2)c1C,124,100,94,3,106,94,98,-2
O=C(COC(=O)c1ccccn1)Nc1ccccc1Cl,87,112,110,0,98,95,101,2
O=C(NC1CCCCC1)C1CC(=O)N(CCc2ccc(F)cc2)C1 (stereo not drawn),90,103,94,0,99,95,106,-13
COc1cccc2cc(-c3cc(=O)oc4ccc(OCC(C)=O)cc34)oc12,119,96,93,0,93,99,96,14
COc1ccc(C(=O)N2CCC(C(=O)Nc3ccccc3OC)CC2)cc1,86,102,94,0,96,99,96,57*
CCc1cc2c(=O)c(-c3cscn3)coc2c(CN(C)C)c1O,115,91,95,0,99,98,.,-5
CCn1cc(C(=O)N2CCc3ccccc32)c(=O)c2cc(S(=O)(=O)N3CC(C)CC(C)C3)ccc21 (stereo not drawn),104,84,125,3,104,94,107,12
COc1nc(-c2ccccc2)ccc1-c1noc(-c2ccccc2)n1,98,107,103,2,.,106,100,5
Cc1cccc(Cn2c(N3CCCCC3C)nc3c2c(=O)[nH]c(=O)n3C)c1 (stereo not drawn),95,106,108,4,105,105,98,33
OCc1nc2ccccc2n1CC(O)Cn1ccc2ccccc21 (stereo not drawn),89,120,101,0,99,101,102,19
CCCN(CC1CC1)c1nc(N)c2c(N)nc(OC)cc2c1C#N,101,96,90,1,90,92,98,-11
O=C(NC1CCCCCCC1)c1cnccn1,100,102,99,1,99,91,99,-2
CC1CCCC(C)N1C(=O)COC(=O)Cc1ccc(F)cc1 (stereo not drawn),104,95,101,2,103,99,98,-26
Cc1ccc(S(=O)(=O)Oc2ccccc2/C=N/NC(=O)c2c(Cl)cnn2C)cc1,84,112,100,0,104,106,101,-2
O=C(NC(=S)NCC1CCCO1)c1ccccc1F (stereo not drawn),96,106,103,0,100,94,103,10
CN(C(=O)CSc1n[nH]c(-c2cccs2)n1)C1CCS(=O)(=O)C1 (stereo not drawn),98,100,92,0,103,104,100,1
CSc1oc(-c2ccco2)nc1S(=O)(=O)c1ccc(C)cc1,103,118,89,1,88,100,93,-1
Cc1ccc(NC(=O)c2cnn(-c3ccccc3)c2NC(=O)c2ccco2)cc1,110,103,95,0,111,102,106,19
Cc1ccc(NC(=O)CN(C)C(=O)c2sc3cc(Cl)ccc3c2Cl)cc1,104,104,104,2,109,98,105,-1

# Carrying on:
SMILES,CR mimetic SO,MEP2 TOR yeast,CIT2 TOR yeast,GRK2 inh,AGP1-GFP MLPCN,LAP4-GFP MLPCN,RPL19A-GFP yeast,VLA-4 inh
CN(C(=O)c1ccc(OC2CCN(S(=O)(=O)N(C)C)CC2)cc1)C1CCCCC1,109,92,79,1,80,77,94,2
CC1Cc2ccccc2N1CC(=O)Nc1ccc(S(N)(=O)=O)cc1 (stereo not drawn),97,99,104,0,102,102,104,-5
COc1ccc(S(=O)(=O)N2CCSC2c2ccccc2)cc1 (stereo not drawn),101,107,90,2,99,115,100,12
CC1CCc2c(nc3sc4c(c3c2N)CCCC4)C1 (stereo not drawn),81,99,103,4,100,89,102,5
O=C(N[C@@H](Cc1ccc(Br)cc1)C(=O)O)OCC1c2ccccc2-c2ccccc21,100,91,64,3,76,106,91,30
Cc1cccc(OCCSCc2nc3ccccc3[nH]2)c1,105,109,107,1,109,106,103,14
CSCCC(NC(=O)c1ccccc1)C(=O)N/N=C(\C)c1ccccc1 (stereo not drawn),95,96,106,2,102,91,104,-12
CN(C)C(=O)/C(=C\c1ccncc1)NC(=O)c1ccccc1,99,102,99,3,98,95,94,10
O=C(NC1CCN(S(=O)(=O)c2ccc(F)cc2)CC1)C1CCCCC1,98,101,88,0,95,88,95,12
O=C(NCCCN1CCOCC1)C1CC(=O)N(C2CCCCC2)C1 (stereo not drawn),94,103,105,0,99,100,98,5

# Just AGP1-GFP MLPCN and LAP4-GFP MLPCN, for some of the entries so far:
Molecule	AGP1-GFP MLPCN	LAP4-GFP MLPCN
CC1CCc2c(nc3sc4c(c3c2N)CCCC4)C1 (stereo not drawn)	100	89
O=C(N[C@@H](Cc1ccc(Br)cc1)C(=O)O)OCC1c2ccccc2-c2ccccc21	76	106
Cc1cccc(OCCSCc2nc3ccccc3[nH]2)c1	109	106

# (continued)
SMILES,CR mimetic SO,MEP2 TOR yeast,CIT2 TOR yeast,GRK2 inh,AGP1-GFP MLPCN,LAP4-GFP MLPCN,RPL19A-GFP yeast,VLA-4 inh
O=C(CCNC(=O)c1ccc(Br)cc1)NCc1ccncc1,120,89,87,0,96,100,93,5
Cc1cc(C)c(S(=O)(=O)NCc2nc3nc(C)cc(C)n3n2)c(C)c1,87,112,98,0,106,121,112,-11
Cc1ccc(Nc2nc(=O)[nH]nc2C)cc1,113,98,95,3,102,92,97,2
COc1ccccc1-c1nc(SCC(=O)O)n[nH]1,96,112,103,3,109,110,108,-2
Cc1ccc(OCCNC(=O)CNC(=O)c2ccccc2Cl)cc1,130,100,98,0,105,104,98,6
CC1(C)CC(=O)C=C(c2ccc(F)cc2OCc2ccccc2)C1,112,97,101,3,103,101,105,0
Cc1ccc(OCCNC(=O)C(=O)NCc2ccco2)cc1,86,105,100,0,99,93,107,5
CN(C)C(=O)CSc1nc(SCC(=O)N(C)C)n(-c2ccccc2)n1,108,95,95,5,99,95,93,27
CCC(C)NS(=O)(=O)c1ccc(OCC(=O)NCC2CCCO2)cc1 (stereo not drawn),93,106,99,0,110,98,103,7
COc1cc(NC(=O)Cn2c(C)cc3ccccc3c2=O)cc(OC)c1OC,105,94,97,1,93,90,93,4
CC(=O)c1cccc(NC(=O)C2(c3ccccc3)CC2(Cl)Cl)c1 (stereo not drawn),89,94,92,0,100,81,103,3
CN(C)C(=S)Nc1ccc(Cl)cc1,79,100,83,1,96,107,95,-3
CC(C)[C@H](NS(=O)(=O)c1ccccc1)C(=O)OCn1nnc2ccccc2c1=O,110,107,109,5,104,103,99,-18
Nc1nc(Nc2ccccc2)nc(N2CCOCC2)c1[N+](=O)[O-],87,97,103,1,98,96,98,16
O=C1N(CN2C(=O)C3(OCCO3)c3ccccc32)c2ccccc2C12OCCO2,82,99,86,1,89,93,93,-3
CCOC(=O)c1cnc(-n2nc(C)cc2C)nc1Oc1ccc(C#N)cc1,118,85,88,0,101,94,91,3
CC(C)(C)NC(=O)C1CCN(C(=O)c2ccco2)CC1,90,99,96,1,97,90,103,2
Cc1cc(/C=C2/C(=O)N(C)C(=S)N2C)c(C)n1C1CC1,101,103,99,1,102,99,105,-55
Cc1ccc(C)c(Cn2c3ccccc3c3cnn(CC(=O)NCCCN4CCOCC4)c(=O)c32)c1,96,86,97,0,98,86,97,23
CCCNC(=O)/C(C#N)=C1\N=C(NC(=O)c2ccco2)c2ccccc21,80,101,96,6,99,95,103,-3
Cc1cc(CNC(=O)C(C)Cc2ccccc2)nn1C (stereo not drawn),106,97,63,1,75,127,94,14
Cc1ccc2nc(N3CCN(c4ccccc4)CC3)c(C=O)c(=O)n2c1,122,104,103,1,101,99,103,5

# Assay outcomes (PubChem)
